Compound activity: PubChem, several laboratories
MsrA inh: inhibits bovine methionine sulfoxide reductase A | purified bovine MsrA, absorbance read-out | inhibition, % at 15.5 µM | 0.75% of 360,000 active | AID 651718; in the data active means inhibition above about 4.5%;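 further: 0% = vehicle wells with enzyme and 100% = reference inhibitor wells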
PABP1 MLLE inh: inhibitors of microRNA-mediated deadenylation, human PABP1 MLLE binding; 0.36% of 360,000 active; inhibition, % at 20 µM; P11940; GST-MLLE / FITC-PAM2 fluorescence polarization; in the data active means inhibition above about 35%, passing the limit was not always enough;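 further: plate controls were DMSO wells with GST-MLLE for no effect and wells lacking GST-MLLE protein for full effect; some results filed as inactive read as strong as hits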
FAS TE block: blocks the thioesterase domain of human fatty acid synthase | inhibition, % at 15 µM | recombinant FAS-TE, OMFH fluorogenic substrate, fluorescence endpoint | 0.67% of 360,000 active;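 active means compounds whose normalised, plate-corrected inhibition of enzyme fluorescence in the single-dose primary screen is 50% or more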;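 further: 0% = DMSO with enzyme and 100% = substrate without enzyme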
eLon inh: E. coli protease La inhibition. inhibition, % at 7.94 µM. purified E. coli Lon protease, fluorescence polarization. 0.42% of 360,000 active. P0A9M0; in the data active means inhibition above about 13%, passing the limit was not always enough;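 further: 0% = enzyme with probe and DMSO and 100% = no enzyme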
Target sequence (P0A9M0 whole entry, looked up): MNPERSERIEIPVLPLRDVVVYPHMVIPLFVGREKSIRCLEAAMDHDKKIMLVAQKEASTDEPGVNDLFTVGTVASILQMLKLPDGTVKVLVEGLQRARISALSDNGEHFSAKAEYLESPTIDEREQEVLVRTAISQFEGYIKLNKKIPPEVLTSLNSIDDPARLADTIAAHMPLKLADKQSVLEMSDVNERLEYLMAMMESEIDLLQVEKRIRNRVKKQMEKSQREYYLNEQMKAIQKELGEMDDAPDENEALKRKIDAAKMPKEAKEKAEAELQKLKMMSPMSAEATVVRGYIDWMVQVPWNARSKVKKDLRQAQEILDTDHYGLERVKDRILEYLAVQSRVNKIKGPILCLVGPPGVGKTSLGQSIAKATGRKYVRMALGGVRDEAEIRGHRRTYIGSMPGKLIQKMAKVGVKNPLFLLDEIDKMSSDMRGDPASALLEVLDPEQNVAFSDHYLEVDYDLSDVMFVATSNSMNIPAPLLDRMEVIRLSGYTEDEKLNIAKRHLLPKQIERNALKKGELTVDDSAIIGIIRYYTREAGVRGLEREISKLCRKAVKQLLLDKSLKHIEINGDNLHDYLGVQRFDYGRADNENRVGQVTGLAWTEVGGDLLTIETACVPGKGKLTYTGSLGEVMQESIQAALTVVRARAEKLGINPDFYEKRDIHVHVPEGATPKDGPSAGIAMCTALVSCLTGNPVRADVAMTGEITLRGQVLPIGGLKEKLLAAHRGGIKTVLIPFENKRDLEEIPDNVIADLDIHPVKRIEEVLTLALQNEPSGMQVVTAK
NRP1-CendR mod: NRP-1/CendR interaction modulation | O14786 | FAM-RPARPAR peptide binding to NRP-1, fluorescence polarization | inhibition, % at 25 µM | 0.85% of 360,000 active;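 active means inhibition or corrected inhibition above about 18%, plus a signal ratio from 0.5 to 1.5, limit read from the data, passing the limit was not always enough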; further: strong numbers were not always called active
SKN-1 inh: C. elegans SKN-1 inhibition; inhibition, % at 21.8 µM; 0.49% of 360,000 active; C. elegans VP596 Pgst-4::GFP/RFP ratio, acrylamide-induced, 24 h;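 active means interference check ratio from 0.5 to 1.5 plus GFP to RFP signal ratio inhibition reaching or exceeding a fixed threshold, cut at about 30% in these data, passing the limit was not always enough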; further: some compounds called inactive have numbers as strong as hits
MT1-MMP act inh: MT1-MMP (human) activation inhibition. P50281. HT1080 RFP-PRO-GFP cells, GFP/RFP ratio fluorescence, overnight; percent of plate control window, DMSO zero. GFP/RFP ratio change, % at 20 µM. 0.061% of 360,000 active. AID 651647;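 active means GFP/RFP ratio change of at least 30% with cell ATP level not reduced by more than half and red fluorescence within 50% of control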; further: strong numbers were not always called active
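Test system: HT1080 RFP-PRO-GFP cells; Benchmarks: DMSO and RFP-L50D-GFP cell wells; Timing: cells overnight before dosing, compound overnight, 37 °C, 5% CO2; Compound: one 20 µM compound dose with 1% DMSO; Read-out: GFP/RFP fluorescence ratio.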
MsrA act: activators of bovine methionine sulfoxide reductase A; purified bovine MsrA, absorbance read-out; activation, % at 10.6 µM; 0.3% of 360,000 active; in the data active means activation above about 7.5%;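 further: 0% = vehicle and 100% = reference activator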
Tb MetRS inh: blocks T. brucei methionyl-tRNA synthetase activity | 0.4% of 360,000 active | inhibition, % at 11.9 µM | purified T. brucei MetRS, ATP depletion, Kinase-Glo luminescence;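 active means inhibition above a per-plate cutoff of the control wells' mean inhibition plus 3 SD, cut at about 5.5% in these data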;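 further: 0% = DMSO wells median and 100% = median of wells with control inhibitor compound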
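Dosing: 11.9 µM compound single dose, 0.9% DMSO; Assay system: purified T. brucei MetRS enzyme; Measured by: Kinase-Glo luciferase luminescence reporting remaining unconsumed ATP; Schedule: 15 min plus 2 h at 25 °C.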
* = called active by the depositor; · = no result given. This is a random part of the collection. About 4% of those tested had a hit in this group.

SMILES	MsrA inh	PABP1 MLLE inh	FAS TE block	eLon inh	NRP1-CendR mod	SKN-1 inh	MT1-MMP act inh	MsrA act	Tb MetRS inh
COc1nc(N)c(S(=O)(=O)c2ccc(C)cc2)cc1C#N	-1.0	-27	-2	-19	-39	9	0	1	0.0
CCCCOc1ccc(C(=O)N/C(=C/C=C/c2ccccc2)C(=O)NCCO)cc1	4.2	4	28	-3	16	3	-2	-10	-0.7
O=C(C1=CC=CN2CCS(=O)(=O)N=C12)N1CCN(c2cccc(Cl)c2)CC1	2.0	3	-4	7	-11	4	-4	-3	-0.4
COc1ccc(CC(=O)NCc2nnc(SCC(=O)Nc3nccs3)n2C)cc1	0.1	-14	-2	-2	-12	2	1	-1	-0.5
CN(C)/C=C/c1c([N+](=O)[O-])c2ccc(O)cc2n1-c1ccccc1	3.7	1	-3	3	33*	7	-15	-5	-0.3
COc1cc(OC)c(C2CC(=O)N3CN(C)CSC3=C2C#N)cc1OC (stereo unspecified)	1.3	-3	-7	0	12	20	1	-1	-0.9
CCOc1ccccc1NC(=O)CCSc1nc2n[nH]c(C)c2c(=N)n1-c1ccccc1Cl	1.4	3	-5	-2	-3	6	1	-1	0.7
CC12CCC(C/C1=N\N=C1\NC(=O)/C(=C\c3ccc(Cl)cc3)S1)C2(C)C (stereo unspecified)	0.8	8	30	10	4	-7	12	-9	-0.9
COc1ccc(CCNc2nc(C)nc3c2oc2ccccc23)cc1OC	1.4	4	-1	-4	-5	-14	-4	-4	-0.3
CCc1ccc(OCC(=O)N(Cc2ccccc2)C2CCS(=O)(=O)C2)cc1 (stereo unspecified)	-0.7	-16	4	-3	6	-9	1	-4	-0.7
NC(=O)c1ccc(-c2c(-c3ccccc3)sc3ccccc23)cc1	0.7	3	2	-4	11	-2	0	-4	-0.3
O=C(NCCCN1CCOCC1)c1cc(-c2ccccc2)on1	0.4	-6	-3	-5	6	7	7	-4	-1.1
O=C(CCc1ccccc1)C(=O)N1CCCC(C(=O)c2cccc(Cl)c2)C1 (stereo unspecified)	-1.5	8	24	-1	4	15	0	-4	0.6
Cc1ccc(NC(=O)CN2C(=O)N/C(=C/c3ccc(N4CCOCC4)cc3)C2=O)cc1	4.0	0	-6	-8	-16	-4	6	1	-0.7
CC(C)Cn1c2c(c(O)c(C(=O)Nn3c(Cc4ccccc4)nc4ccccc4c3=O)c1=O)CCCC2	-1.7	-8	54*	-10	-12	-12	-15	-7	-0.8
O=C1c2cccc3cccc(c23)C(=O)N1/N=C/c1ccc(O)cc1O	4.1	-21	-17	-6	-29	-10	-4	-7	-0.2
CCNC(=S)Nc1cccc(F)c1C	0.1	16	-5	1	7	14	2	0	-0.2
CCOC(=O)N1CCC(NS(=O)(=O)c2ccc3c(c2)OCC(=O)N3)CC1	-1.4	4	-10	1	4	-15	4	-5	-0.6
COc1cccc(Nc2nc3ccccc3nc2-n2nc(C)cc2C)c1	-0.2	-6	26	-6	-9	8	-1	-6	-0.7
C=C[C@@H]1c2ccccc2N(S(=O)(=O)c2ccc(C)cc2)[C@H](c2ccc(C(=O)OC)cc2)C1(C#N)C#N	0.4	15	47	-4	-3	6	4	-2	0.0
C/C(=N\OCC(=O)Nc1ccc(OC(F)(F)F)cc1)c1ccc2c(c1)OCCO2	0.1	4	34	0	2	4	-3	-5	-1.5
c1ccc(-c2nn3c(-c4ccco4)nnc3s2)nc1	1.4	9	-5	-11	-1	7	-2	-5	-0.2
O=C(Nc1ccc(S(=O)(=O)N2CCCC2)cc1)c1ccc(CN2CCOCC2)cc1	0.1	4	-3	1	14	-28	4	-2	-0.5
O=C(COc1ccc(Cl)cc1Cl)NC(=S)N1CCCc2ccccc21	0.3	28	0	-8	-8	5	-1	1	0.2
CC1CCCN(Cc2c(O)ccc3c2O/C(=C\c2ccco2)C3=O)C1 (stereo unspecified)	1.9	68	-13	-11	19	8	-28	-2	-0.1
COCCNC(=O)C(=O)NCC1OCCN1S(=O)(=O)c1cc(F)ccc1F (stereo unspecified)	-1.3	9	0	3	-14	10	-4	-5	-0.3
COc1cccc(CNC(=O)CCCNC(=O)c2ccc(Cl)cc2)c1	0.2	-4	-7	3	8	-9	2	-2	-0.2
CC(C)(c1ccccc1)c1ccc(OCc2ccc(C(=O)O)o2)cc1	-0.6	3	-5	-9	1	6	2	-3	-0.5
C=CC[n+]1ccc2ccccc2c1C	0.2	-1	-3	13	3	-1	0	-2	-0.5
COC(=O)c1cc(NC(=O)COC(=O)C2COc3ccccc3O2)cc(C(=O)OC)c1 (stereo unspecified)	1.1	-7	-5	-4	-6	0	5	-2	0.2
O=C(Nc1nnc(SCc2ccc(F)cc2)s1)c1ccccn1	2.4	0	4	9	-4	29	14	-1	-0.7
c1coc(-c2nnc(SCc3nc4ccccc4[nH]3)o2)c1	·	-70	-8	-13	-65	8	-19	-2	1.0
CCSc1nnc(NC(=O)c2cc(OC)c(OC)c(OC)c2)s1	3.5	6	-4	-1	16	6	5	-6	-0.8
COC(=O)c1ccc(NC(=S)NC(=O)C2CCC2)cc1	-0.3	26	4	1	10	-25	0	-7	-0.3
N#Cc1ccc(Nc2nc(-c3ccc(O)cc3O)cs2)cc1C(F)(F)F	·	-2	61*	-28	-12	-3	6	-3	3.2
Cc1cccc(NC(=O)c2cc(S(=O)(=O)N3CCC4(CC3)OCCO4)ccc2F)c1	0.0	-2	5	-1	2	-1	-4	-10	-0.6
CN(C)CCCNC(=O)CCc1nc2ccccc2c(=O)[nH]1	-0.4	0	-6	-4	5	7	-1	-4	-0.8
CCOc1ccc(N2C(=O)C3ON(C)C(c4ccc([N+](=O)[O-])cc4)C3C2=O)cc1 (stereo unspecified)	0.5	15	21	-4	-2	-5	4	-4	-0.6
CC(NC(=O)c1cccc(S(=O)(=O)N2CCc3ccccc32)c1)c1ccco1 (stereo unspecified)	0.1	-9	11	-3	4	4	-2	-8	-0.4
Cc1nn2c(nc(N3CCCCC3)c3ccccc32)c1C=O	2.9	16	5	-14	-15	19	-10	-4	0.2
O=C(O)c1ccc(C[n+]2c(-c3ccccc3)csc2Nc2ccccc2)cc1	-0.2	-6	-3	2	-4	8	-9	-4	-0.8
Cc1ccc(OCc2cc(C(=O)NCCn3cccn3)no2)cc1C	-0.4	1	-2	-3	8	11	1	1	0.1
O=C(CSCc1ccccc1F)NCc1ccccc1	-1.0	3	-2	12	5	5	2	-5	-0.2
Cc1noc(C)c1CSc1nnc(-c2ccncc2)n1-c1ccc(Cl)c(Cl)c1	1.6	-39	2	0	-10	9	2	-3	-1.6
O=C(COC(=O)CCC(=O)c1ccc(Cl)cc1)NCc1ccco1	1.8	4	-5	-1	-12	1	·	-14	-1.0
CCN(CC)C(=O)CC(c1ccc2c(c1)OCO2)c1c(O)cc(OC)cc1OC (stereo unspecified)	0.7	7	-7	3	1	-9	-3	0	-0.1
CCN(CC)CC(=O)Nc1ccc(/C(C)=N/NC2=NCCN2)cc1	0.7	-18	-19	-5	-10	23	6	-2	-0.8
COC(=O)C(C)Sc1nc(NCc2ccccc2)nc(N(C)C)n1 (stereo unspecified)	0.0	8	9	9	9	1	5	-7	-0.9
CCC(C)c1ccccc1N1CC(C(=O)N2CCN(S(=O)(=O)c3ccc(F)cc3)CC2)CC1=O (stereo unspecified)	0.4	-12	-9	-12	-2	-2	-3	-7	-0.6
COc1cc2c(cc1OC)C(c1ccc3c(c1)OCO3)C1=C(CC(C)(C)CC1=O)N2 (stereo unspecified)	1.6	-7	5	-6	-8	3	0	-7	-0.9
O=C(CSCc1cccc(Cl)c1)OCc1nc2ccsc2c(=O)[nH]1	0.5	7	-7	-1	2	1	2	-7	-0.3
C=C(C)C(=O)Nc1cccc(C(C)=O)c1	0.6	-9	-14	2	2	-6	1	-7	-1.6
COCCN1C(=O)CCC1(C)c1nnnn1Cc1ccccc1 (stereo unspecified)	-0.8	·	-11	0	20	7	0	0	-0.8
Cc1ccc(C)c(N2CCN(C(=O)c3nn(C)c4c3CS(=O)(=O)c3ccccc3-4)CC2)c1	-0.4	9	27	4	3	28	3	0	-0.2
Cn1nnnc1-c1cc(Br)ccc1NC(=O)c1ccccc1	-0.1	-5	0	1	-4	9	-3	-2	-0.4
O=C(N/N=C/c1cn[nH]c1-c1ccc(F)cc1)c1ccncc1	1.4	11	-7	-11	-4	2	3	-5	-0.2
CCCCn1c(N)c(NCC(C)C)c(=O)[nH]c1=O	-1.3	12	-1	-6	13	0	-2	-6	-0.3
CCCc1cc(=O)[nH]c2nnc(SCC(=O)Nc3nccs3)n12	-1.0	12	-3	-10	-1	15	2	-3	-0.3
O/N=C/c1cccc[n+]1CCCCCC[n+]1ccccc1/C=N/O	-0.5	4	-8	2	1	-1	-1	-2	-1.4
O=C(NCCc1ccccc1)C(=O)NCC1OCCN1S(=O)(=O)c1ccc(F)cc1 (stereo unspecified)	0.5	-4	1	-8	-6	-5	3	-4	-0.7

Next section:
SMILES	MsrA inh	PABP1 MLLE inh	FAS TE block	eLon inh	NRP1-CendR mod	SKN-1 inh	MT1-MMP act inh	MsrA act	Tb MetRS inh
COc1ccc(C(=O)Oc2cc(C)[nH]c(=O)c2[N+](=O)[O-])cc1	-0.8	7	-12	-3	-1	13	0	-4	-0.2
CCOc1ccccc1NC(=O)C1CCC(=O)N1S(=O)(=O)c1ccc(C)cc1 (stereo unspecified)	-1.5	-4	-3	2	4	14	-2	-6	-0.2
C=CCNC(=O)C1CC(=O)N(c2ccc(OCC(=O)Nc3ccc(CC)cc3)cc2)C1 (stereo unspecified)	-1.0	-5	-9	-5	-16	10	0	-3	-0.3
Cc1[nH]c2ccccc2c1-c1nc2ccccc2[nH]c1=O	0.5	-6	-4	10	12	1	2	-5	-0.6
Cn1ncc(Cl)c1C(=O)NC1C2CC3CC(C2)CC1C3 (stereo unspecified)	0.1	3	-5	0	-5	-4	4	-1	0.7
COc1cc(NC(=S)N2CCC(C(N)=O)CC2)cc(OC)c1	-0.1	-1	-10	-8	3	1	5	3	-0.2
COC(=O)c1ccc(NC(=O)Nc2ccc([N+](=O)[O-])cc2)cc1	1.1	0	18	2	-1	2	5	-4	-0.8
CC1(C)Cc2ccccc2C(C(Cc2ccccc2)C(N)=O)=N1 (stereo unspecified)	0.7	-1	-3	6	4	6	-3	-3	-0.8
CC(C)(C)c1ccc(CSc2ccc(S(=O)(=O)N3CCOCC3)cn2)cc1	-0.7	23	82*	-1	-1	4	-3	-4	-0.4
